# From PubChem BioAssay
# iPSC survival up: hiPSC single-cell survival enhancement; ATPlite luminescence; 100% = ROCK inhibitor wells, 0% = DMSO; survival enhancement, % at 20 µM; 360,000 tested, 0.044% active; AID 602274; in the data active = survival enhancement above about 18%;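 note: cells exposed to compounds for 16 hours before the ATP read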
# C8 TRAIL sens: caspase-8 TRAIL sensitization. NB7+C8 cells + TRAIL, ATPlite viability luminescence. inhibition (viability loss, TRAIL sensitization), % at 10 µM. 360,000 tested, 1% active;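 active = compounds causing at least 50% loss of cell viability in the single-dose screen, relative to plate controls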
# KKLEB cytotox: reduces viability of KKLEB cystic fibrosis airway cells; 360,000 tested, 0.36% active; AID 602141; KKLEB CF airway cells viability, ATPlite luminescence, overnight; hits give low values; cells stimulated with P. aeruginosa culture filtrate; activity change (cytotoxicity), % at 5 µM;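 active = corrected activity change at or below -50% at 5 µM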
# NR2E3 ag-1: agonists of human NR2E3 nuclear receptor; AID 602229; 360,000 tested, 0.35% active; inhibition of corepressor binding, % at 3.98 µM; CHO-S Gal4-NCOR/VP16-NR2E3 two-hybrid, luciferase;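 active = inhibition above the mean of all tested compounds plus 3 SD, cut at about 70% in these data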;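 note: 0% = DMSO with NR2E3 transfected cells and 100% = cells lacking NR2E3 construct; higher means lower luciferase signal from less NR2E3 corepressor binding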
# Target sequence (Q9Y5X4 whole entry, looked up, the tested form may be a part): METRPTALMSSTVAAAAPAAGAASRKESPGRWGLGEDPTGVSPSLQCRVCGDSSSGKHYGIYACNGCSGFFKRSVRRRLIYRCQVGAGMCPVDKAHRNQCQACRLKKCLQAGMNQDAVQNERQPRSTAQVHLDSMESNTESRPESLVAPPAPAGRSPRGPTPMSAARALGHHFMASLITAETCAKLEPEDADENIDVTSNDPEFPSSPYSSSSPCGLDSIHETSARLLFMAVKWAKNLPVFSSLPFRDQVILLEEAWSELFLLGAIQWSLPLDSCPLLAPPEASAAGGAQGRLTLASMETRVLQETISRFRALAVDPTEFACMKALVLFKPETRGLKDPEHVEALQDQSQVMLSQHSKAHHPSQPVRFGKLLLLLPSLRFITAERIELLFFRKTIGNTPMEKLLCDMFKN
# EBV LMP1 NFkB: inhibitors of Epstein-Barr LMP1-induced NF-kappaB reporter. LMP1-induced NF-kappaB luciferase reporter cells, luminescence. inhibition, % at 12.5 µM. 350,000 tested, 0.69% active; in the data active = inhibition above about 41%;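 note: 0% = neutral control wells and 100% = reference inhibitor control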
# CF NFkB block: cystic fibrosis NF-kB activation inhibition; AID 588850; KKLEB NF-kB-GFP reporter, PAF-induced, GFP fluorescence overnight; 360,000 tested, 0.86% active; inhibition, % at 5 µM;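 active = at least 50% inhibition at 5 µM, scaled per plate between neutral and stimulator controls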;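 note: PAF is a Pseudomonas aeruginosa culture filtrate used as stimulus; plate controls were PAF-stimulated DMSO wells for no effect and unstimulated DMSO wells for full effect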
# Peg3 prom inh: Peg3 promoter activity inhibition | 360,000 tested, 1.7% active | AID 588405 | HeLa PEG-Prom luciferase reporter, luminescence, overnight | inhibition, % at 20 µM;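 active = inhibition of at least 50% at 20 µM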
# HIF-2a block: inhibitors of HIF-2a; 786-0 RCC cells HIF-2a reporter, luciferase luminescence, overnight; inhibition, % at 18.8 µM; 360,000 tested, 0.72% active;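 active = inhibition of the luminescence signal of 40% or more relative to plate controls, in a single-dose primary screen at 18.75 µM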
# NR2E3 ag-2: NR2E3 (human) agonism; 320,000 tested, 0.12% active; AID 2300; GST-NR2E3/biotin-RetCOR TR-FRET, 1536-well; inhibition of corepressor binding, % at 4.78 µM; Q9Y5X4;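 active = percent inhibition above the cutoff of mean plus 3 SD of all tested compounds, set per screening campaign, cut at about 20% in these data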;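 note: 0% = DMSO wells and 100% = biotin wells as full block of FRET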
#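 Material – GST-tagged NR2E3 plus biotinylated RetCOR corepressor · Quantity – NR2E3 fusion 1.35 nM · Times – 5 h incubation at 4 °C · Medium – pH 7.5 Tris-based buffer · Technique – TR-FRET, Eu(K)-anti-GST donor, streptavidin-D2 acceptor, ex 340, em 617/671 nm · Benchmarks – high control biotin, low control 0.6% DMSO · Format – 1536-well plates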
# MITF TRPM1 inh: inhibitors of MITF-driven TRPM1 promoter in melanoma cells | AID 488899 | 330,000 tested, 0.83% active | inhibition, % at 12.5 µM | SK-MEL-5 TRPM1 promoter luciferase, 24 h;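 active = mean inhibition across replicates of 60% or more, whatever share of single replicates reaches that level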; note: values of inactives mirror those of a sister screen read the other way
# Shn3 3UTR inh: Schnurri-3 reporter inhibition in Clone20 osteoblasts | Clone20 osteoblast Shn3 3'UTR firefly luciferase, 24 h | 360,000 tested, 0.52% active | inhibition, % at 12.5 µM | AID 588674;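 active = mean inhibition of at least 75% with every replicate also reaching 75%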;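 note: 0% = median of neutral control wells and 100% = pilot-screen positive control compound; some compounds past the cut are filed as inactive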
# Numbers without * were called inactive; nt = no result given.
SMILES,iPSC survival up,C8 TRAIL sens,KKLEB cytotox,NR2E3 ag-1,EBV LMP1 NFkB,CF NFkB block,Peg3 prom inh,HIF-2a block,NR2E3 ag-2,MITF TRPM1 inh,Shn3 3UTR inh
Cc1cc(C)c2c(c1)c(C)cc1nnc(SCC(=O)NCc3ccco3)n12,-0.8,-4,7,-6,6,-10,14,8,2,15,5
CCOC(=O)CNC(=O)CSc1nnc(-c2ccco2)n1Cc1ccco1,0.9,-1,3,4,-1,13,6,17,-3,2,-8
CCCCSC1=C(C#N)C(c2ccccc2C)C(C(=O)OCC)C(=O)N1 (stereo not given),-1.4,-7,-4,2,7,-3,12,-3,1,6,23
Cc1ccc(S(=O)(=O)NCC2(c3ccccc3)CCOCC2)cc1,-2.0,-7,-9,-9,-7,1,13,11,2,12,-2
CC(NC(=O)CN1c2cccc3cccc(c23)S1(=O)=O)c1ccccc1 (stereo not given),-2.7,-11,7,18,-5,-10,-4,6,nt,nt,-14
CCOC(=O)c1c(NC(=O)CN2C(=O)N(C)C3(CCCCC3)C2=O)sc(C(=O)N(C)C)c1C,0.0,-2,3,-18,6,18,10,14,nt,-9,9
CC1CC(C)CN(Cc2nc3c(c(=O)n(C)c(=O)n3C)n2CCN2CCOCC2)C1 (stereo not given),0.7,2,-11,-30,-15,9,17,23,2,3,17
COC(=O)CNC(=O)C1Cc2ccccc2CN1S(=O)(=O)c1ccc(F)cc1 (stereo not given),-0.1,-10,3,-7,7,0,6,-111,0,nt,3
COc1ccccc1Nc1nn2c(=O)c3ccc(C(=O)N4CCCC(C)C4)cc3nc2s1 (stereo not given),-0.5,21,-11,13,7,-3,43,-5,4,3,-6
CCC(CO)Nc1ncnc2c1cnn2-c1ccc(OC)cc1 (stereo not given),-1.5,33,-2,-66,10,-9,-183,-136,0,nt,-20
O=C1CC(C(=O)NCCc2ccccc2)SC(=Nc2ccccc2)N1 (stereo not given),-0.3,-7,10,-3,nt,6,12,27,3,nt,2
CC1=C(C(=O)N(C(C)C)C(C)C)CC(CC(=O)NCCCCc2ccccc2)C(=O)N1Cc1ccc(F)cc1 (stereo not given),0.8,4,-17,18,nt,11,21,12,nt,nt,17
NC(=O)c1c(NC(=O)c2cccs2)sc2c1CCCCCC2,-1.4,28,5,-116,-25,-7,-206,-271,3,-119,-90
Cc1ccc(C(C(=O)NC2CCCCC2)N2CCOCC2)cc1 (stereo not given),0.5,-5,1,-19,-2,-6,-36,-91,0,-10,-1
Cc1cc(C(=O)CSc2nnc(-c3ccc4c(c3)OCO4)o2)c(C)n1-c1ccc(F)cc1,-0.5,-9,-4,-8,5,12,-2,22,-2,6,18

# Quoted at random: four entries already listed
SMILES,iPSC survival up,C8 TRAIL sens,KKLEB cytotox,NR2E3 ag-1,EBV LMP1 NFkB,CF NFkB block,Peg3 prom inh,HIF-2a block,NR2E3 ag-2,MITF TRPM1 inh,Shn3 3UTR inh
CCOC(=O)CNC(=O)CSc1nnc(-c2ccco2)n1Cc1ccco1,0.9,-1,3,4,-1,13,6,17,-3,2,-8
NC(=O)c1c(NC(=O)c2cccs2)sc2c1CCCCCC2,-1.4,28,5,-116,-25,-7,-206,-271,3,-119,-90
COc1ccccc1Nc1nn2c(=O)c3ccc(C(=O)N4CCCC(C)C4)cc3nc2s1 (stereo not given),-0.5,21,-11,13,7,-3,43,-5,4,3,-6
CC(NC(=O)CN1c2cccc3cccc(c23)S1(=O)=O)c1ccccc1 (stereo not given),-2.7,-11,7,18,-5,-10,-4,6,nt,nt,-14

# More compounds.
SMILES,iPSC survival up,C8 TRAIL sens,KKLEB cytotox,NR2E3 ag-1,EBV LMP1 NFkB,CF NFkB block,Peg3 prom inh,HIF-2a block,NR2E3 ag-2,MITF TRPM1 inh,Shn3 3UTR inh
Cc1ccccc1C(=O)NCC(c1ccco1)N1CCc2ccccc21 (stereo not given),0.6,-11,2,-14,11,-4,-5,11,-6,6,12
Cc1ccc(C(O)c2ncc(-c3ccccc3)[nH]2)c(C)c1 (stereo not given),0.6,-19,5,-5,nt,-12,-9,-30,nt,nt,-11
Cn1c(CNc2cccc(Cl)c2)nnc1SCC#N,-1.0,-2,-3,-7,-14,-8,10,18,2,22,-11
CC(=O)[C@@]1(O)CCC2C3CC[C@H]4C[C@@H](O)CC[C@]4(C)C3CC[C@@]21C (stereo not given in full),3.3,2,17,0,15,-22,4,11,nt,-8,-3
COc1ccc(NC(=O)/C(C#N)=C/c2ccc3c(c2)n(C)c(=O)n3C)cc1,0.3,7,6,6,6,-14,3,12,-2,8,9
Cc1ccc([C@@H]2CC=C(C(=O)O)[C@H](c3cccc(Cl)c3)N2S(=O)(=O)c2ccccc2C)cc1,1.7,-12,8,17,-2,20,33,17,nt,-1,-7
O=C(N=C1SC2CS(=O)(=O)CC2N1c1ccccc1)C1CC1 (stereo not given),0.4,-2,11,-28,-6,-9,-9,11,-3,-14,-23
Cc1ccc(C(=O)N2CCN(S(=O)(=O)c3ccc(Br)cc3)CC2)o1,0.4,-12,3,-5,-5,-3,18,9,2,-2,-6
CN(CC(=O)Nc1ccc(C(N)=O)cc1)CC(=O)Nc1ccccc1Br,0.1,-16,3,-5,0,4,14,16,1,7,-2
Cc1cc(-c2nnc(SCC(=O)Nc3cccc(C)c3C)n2N)n[nH]1,0.1,-18,14,-5,-4,-18,-2,-3,-1,4,-15
Cc1ccc(-n2c(Cn3nc(C(F)F)cc3C(F)F)n[nH]c2=S)cc1,-1.4,-12,1,-3,-4,0,5,9,-2,-13,-7
CCN1CCN(CC(=O)N/N=C/c2ccc(F)cc2F)CC1,-1.9,5,-9,-1,1,-3,8,8,-1,-1,-9
CCS(=O)(=O)N1CCC(NC(=O)C2CCCCC2)CC1,-2.5,-4,-6,1,7,7,9,23,0,9,6
CC(NC(=O)COC(=O)Cc1ccccc1[N+](=O)[O-])c1ccccc1 (stereo not given),-0.6,-7,7,-25,-10,-7,10,12,-3,-5,-21
COc1ccc(-n2c(C)cc(=O)[nH]c2=O)cc1,0.6,2,-3,-13,7,1,4,12,0,2,10
CC(C)(C)c1cnnn1-c1cccc([N+](=O)[O-])c1,0.2,-6,4,-29,-3,-10,5,13,1,8,-31
O=C(O)c1cccc(NC(=O)c2ccccc2NC(=O)c2cccs2)c1,4.4,8,-12,-16,2,12,-10,7,nt,nt,0
O=[N+]([O-])c1c(NCCCO)cc(N2CCCCCC2)c2nonc12,-0.4,-3,4,-30,-1,-9,22,10,3,-4,28
CC(C)c1cccc(C(C)C)c1NC(=O)CCN1C(=O)NC2(CCCC2)C1=O,7.7,-3,2,2,1,20,2,11,2,-16,-1
COc1ccc2oc(=N)c(C(=O)Nc3ccccc3Cl)cc2c1,-0.4,19,5,-62,-51,-19,-309,-295,1,-65,-125
CCCCN1CC[C@H]2C=CC[C@@H](C(=O)N3CCOCC3)[C@H]2C1=O,4.4,2,15,-5,2,-3,17,14,1,-4,-2
Cc1ccc2[nH]c(=O)c(NC(N)=S)nc2c1,-1.3,6,-7,-20,-3,-41,-16,-11,-6,-2,6
COc1ccc(C(=O)NC2CCCCC2)cc1OC1CCN(C(C)C)CC1,-0.5,3,-1,-12,-13,24,15,4,6,-9,-13
O=C(O)CN1C(=O)CC(Cc2ccccc2)C1=O (stereo not given),4.3,-18,13,2,-1,10,-4,8,1,1,-5
O=C(Cc1cccs1)Nc1nnc(Cc2ccccc2)s1,3.8,-13,-8,-1,1,11,9,9,2,-29,2
COc1ccc(C2=Nn3c(nnc3-c3ccccc3)SC2)cc1OC,-2.6,3,-20,-1,9,15,21,9,-5,-12,6
CCNc1nc2c(c(=O)n(C)c(=O)n2C)n1CCCc1ccccc1,-0.6,2,-10,-13,4,13,12,15,3,17,66
Cc1ccc(C(NC(=O)C2CCN(CCOc3ccccc3)CC2)c2ccccn2)cc1 (stereo not given),-0.8,27,-5,30,nt,-14,-9,0,nt,nt,6
COC(=O)c1ccccc1NC(=O)c1ccc(NS(C)(=O)=O)cc1,-1.0,-1,3,3,2,-4,-15,1,4,-15,2
Cc1cc(Cl)ccc1NC(=S)Nc1cccnc1,-1.7,-7,-2,-4,0,-2,-40,-68,4,-2,-26
CC(C)CC[n+]1ccn(-c2nc3ccccc3nc2[N-]S(=O)(=O)c2ccccc2)c1,2.5,-9,3,-4,-24,6,14,-2,-2,-5,-2
O=C(CSc1nnc(-c2ccccc2)o1)OCc1ccccc1,6.1,24,-3,-21,-1,7,7,1,-2,9,-9
O=[N+]([O-])c1ccccc1/C=N/n1c(-c2ccccc2)n[nH]c1=S,0.1,-7,1,-9,8,-15,-2,-9,3,5,-11
COc1cccc(NC(=O)CN(C)C(=O)c2cccc(S(=O)(=O)Nc3ccccc3OC)c2)c1,-2.2,-1,-8,22,0,-22,9,11,0,3,10
COc1cc(OC)c(C(=O)OCC(=O)Nc2cccc(S(=O)(=O)NC3=NCCCCC3)c2)cc1OC,-0.4,3,-8,0,-4,-9,11,6,nt,1,9
CCCCN1CC2=C(C1=O)C(c1ccc(O)cc1)NC(=O)N2C (stereo not given),-0.1,-5,11,-7,-2,-6,0,17,3,9,-22
Cc1c(F)cccc1NS(=O)(=O)c1ccc2c(c1)c(C)cc(=O)n2C,0.4,1,10,24,-5,-18,23,17,3,-6,12
CCOC(=O)CSCC(=O)N1CCC(Cc2ccccc2)CC1,0.4,7,8,5,-5,16,10,7,1,-8,-10
CN(C)C(CNC(=O)c1cc(S(=O)(=O)N(C)c2ccc(F)cc2)ccc1Cl)c1cccs1 (stereo not given),-1.5,1,3,3,5,-2,9,4,nt,nt,28
Cc1c(C=O)c2ccccn2c1C(=O)c1cccs1,-0.2,-12,0,-20,11,-19,-11,16,2,-6,11
CCOC(=O)N1CCC(N2C(=O)c3ccccc3C2Nc2cc(OC)c(OC)c(OC)c2)CC1 (stereo not given),-0.4,-34,7,-3,7,0,10,5,4,6,8
CCC(c1ccc(O)cc1)C(CC)c1ccc(O)cc1 (stereo not given),1.6,-2,8,4,-6,4,33,16,0,12,8
CN(Cc1cccc(F)c1)C(=O)c1ccc(NS(=O)(=O)c2ccc3[nH]c(=O)[nH]c3c2)cc1,-0.4,11,5,-22,7,-9,-1,-2,0,3,-10
COc1ccc2cc(C(=O)C3CCCN(C(=O)c4cccnc4)C3)ccc2c1 (stereo not given),-0.2,-11,1,4,-2,-4,-7,-22,-2,7,-10
Cc1nc(-c2ccc(Cl)cc2)sc1C1(C)CC(c2ccc(F)cc2)=NO1 (stereo not given),-3.0,-6,8,-46,-7,-8,-108,-160,5,-20,-32
Cc1cccc(C(=O)N2CCN(c3ccc([N+](=O)[O-])c(NCc4ccco4)c3)CC2)c1,2.3,-1,-10,-10,21,12,18,-43,-1,3,28
COc1ccc(-c2ncc3ccccn23)cc1,0.4,-5,10,-49,-13,-9,-40,-64,1,-42,-15

# A portion of the library. The share of hits here may be higher or lower than overall.
